TCR-CD3 inh = inhibitors of human TCR-CD3 interaction, primary screen, biochemical, fluorescence, TAMRA-labeled TCR probe; 360,000 tested, 0.37% active; T-cell receptor (TCR); inhibition, % at 9.4 µM; in the data active means inhibition above about 19%;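 further: recombinant mutant TCR 2C K166C tagged with TAMRA read by polarization; 0% = receptor in buffer alone and 100% = receptor with positive control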
PG9 Ab binder = binders of HIV-1 gp120 antibody PG9, primary screen, biochemical, TR-FRET; HIV-1 gp120 / PG9 antibody interaction; TR-FRET gp120-PG9 antibody binding; inhibition, % at 6.7 µM; 360,000 tested, 0.43% active; in the data active means inhibition above about 8.5%
TDP2 absorb = human TDP2 enzyme inhibitors, primary screen, biochemical, epi absorbance, recombinant enzyme | Tyrosyl-DNA phosphodiesterase 2 (Homo sapiens), O95551 | T5PNP hydrolysis, p-nitrophenol absorbance 415 nm | inhibition, % at 12.8 µM | 370,000 tested, 0.34% active;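 active means inhibition above the mean of all tested compounds plus 3 SD, set per campaign, cut at about 25% in these data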;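 further: 0% = DMSO with enzyme and 100% = buffer with substrate but no TDP2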
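System – recombinant human TDP2 · Amount – 120 nM TDP2 per well · Buffer or medium – Mg2+-containing Tris-HCl buffer, pH 7.5 · Reagent – T5PNP substrate, 5 mM · Dosing – 12.8 µM single point, 1% DMSO · Incubation – 2 h at 37 °C · Measured by – epi absorbance · Read-out basis – percent inhibition · Benchmarks – high control without enzyme, low control DMSO plus TDP2 · Repeats – singlicate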
HTRA1 inh = HTRA1 serine protease inhibitors, primary screen, biochemical, fluorescence polarization, HTS; 340,000 tested, 0.5% active; inhibition, % at 5.96 µM; recombinant HTRA1, FP-rhodamine activity-based probe; AID 504803, 2011; Q92743; in the data active means inhibition above about 36%;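 further: 0% = enzyme with DMSO and 100% = wells lacking enzyme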
rCAG RNA binder = binders of r(CAG) RNA repeats, primary screen, biochemical, fluorescence | r(CAG) RNA repeat, TO-PRO-1 dye displacement fluorescence | inhibition, % at 3 µM | 370,000 tested, 1.3% active | AID 651821, 2012;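 active means inhibition above the plate cutoff, the mean of all test compounds on that plate plus 3 SD, cut at about 35% in these data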;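 further: 0% = DMSO alone and 100% = 100 µM mitoxantrone as full dye displacement; higher means more dye released from RNA so lower well fluorescence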
PRMT1 FP inh = PRMT1 methyltransferase inhibitors, primary screen, biochemical, fluorescence polarization; inhibition, % at 2.79 µM; recombinant PRMT1, activity-based probe fluorescence polarization; Protein arginine N-methyltransferase 1 (Homo sapiens), Q99873; 370,000 tested, 1.3% active; AID 652257, 2013;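 active means inhibition above about 21% made by adding two undisclosed values, limit read from the data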
Target sequence (Q99873 whole entry, looked up): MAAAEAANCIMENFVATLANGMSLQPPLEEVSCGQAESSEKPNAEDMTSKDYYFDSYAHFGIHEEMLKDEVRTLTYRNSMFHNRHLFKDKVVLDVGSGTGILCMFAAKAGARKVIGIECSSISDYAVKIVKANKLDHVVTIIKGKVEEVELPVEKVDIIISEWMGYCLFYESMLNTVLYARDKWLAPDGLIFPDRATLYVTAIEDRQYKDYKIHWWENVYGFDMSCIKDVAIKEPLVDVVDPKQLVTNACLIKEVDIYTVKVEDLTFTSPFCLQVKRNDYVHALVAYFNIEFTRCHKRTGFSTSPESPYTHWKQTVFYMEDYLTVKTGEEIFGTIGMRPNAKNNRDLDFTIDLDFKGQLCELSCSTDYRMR
NR1D1 modulator = modulators of Rev-erb alpha DNA binding, primary screen, biochemical, FITC-DNA, fluorescence polarization, uHTS | activity, % at 10 µM | Nuclear receptor subfamily 1 group D member 1 (Homo sapiens), P20393 | 370,000 tested, 0.79% active | Rev-erbα–FITC-DNA binding, 90 min | AID 1259318, 2017;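 active means activity above about 14%, limit read from the data; passing the limit was not always enough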;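 further: 0% = DMSO wells with 35 nM protein and 100% = DMSO wells with 750 nM protein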
SIAE inh = human SIAE inhibitors, primary screen, biochemical, fluorescence polarization, FP-Rh probe, 1536-well HTS; Sialate O-acetylesterase (Homo sapiens), Q9HAT2; SIAE FP-Rh probe binding; inhibition, % at 9.66 µM; 370,000 tested, 0.69% active;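 active means inhibition above a cutoff: mean of compounds within the control limits plus 3 SD of those, cut at about 17% in these data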;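 further: 0% = plate median of compound wells and 100% = probe without SIAE protein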
Target sequence (Q9HAT2 whole entry, looked up): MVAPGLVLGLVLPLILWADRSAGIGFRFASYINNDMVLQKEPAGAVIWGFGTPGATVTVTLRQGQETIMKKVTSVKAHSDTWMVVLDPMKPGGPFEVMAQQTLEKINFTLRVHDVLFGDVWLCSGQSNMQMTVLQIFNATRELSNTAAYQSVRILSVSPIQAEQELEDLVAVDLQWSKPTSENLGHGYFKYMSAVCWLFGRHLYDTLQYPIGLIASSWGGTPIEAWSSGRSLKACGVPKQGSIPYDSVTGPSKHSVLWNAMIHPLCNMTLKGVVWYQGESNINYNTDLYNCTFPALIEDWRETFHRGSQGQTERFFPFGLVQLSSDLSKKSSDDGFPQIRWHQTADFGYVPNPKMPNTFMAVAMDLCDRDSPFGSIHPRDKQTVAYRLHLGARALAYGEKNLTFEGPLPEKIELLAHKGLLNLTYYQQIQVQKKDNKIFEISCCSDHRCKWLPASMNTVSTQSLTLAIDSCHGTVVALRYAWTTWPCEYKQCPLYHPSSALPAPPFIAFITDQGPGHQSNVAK
LEDGF integ inh = blockers of LEDGF/p75-dependent integrase strand transfer – biochemical, TR-FRET, high throughput, primary screen; 370,000 tested, 0.64% active; HIV-1 integrase (with human LEDGF/p75); TR-FRET IN-LEDGF/p75 DNA integration, Eu/Cy5; inhibition, % at 3.7 µM;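 active means inhibition above the screen-wide mean plus 3 SD, cut at about 13% in these data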;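 further: signal is the Cy5 over europium emission ratio at 671 and 618 nm; 0% = plate median of compound wells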
ABHD4 inh = ABHD4 inhibitors, primary screen, biochemical, fluorescence polarization, mouse; purified mABHD4, FP-Rh probe fluorescence polarization; inhibition, % at 8.92 µM; 370,000 tested, 0.54% active;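 active means inhibition exceeding the mean over every tested compound plus 3 SD, cut at about 30% in these data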;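 further: 0% = plate median of compound wells and 100% = S159A mutant with DMSO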
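Assay system: wild-type mouse ABHD4 protein; compound: single nominal dose of 8.92 µM, 0.89% DMSO final; schedule: 45 min + 60 min at 25 °C; measured by: FP readout, ex 525 nm / em 598 nm; evaluation: % inhibition of FP-Rh probe binding versus controls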
* hit, by the source's call; nt = not tested or not shown. A portion of the library; the hit share may differ from the screen's.

SMILES	TCR-CD3 inh	PG9 Ab binder	TDP2 absorb	HTRA1 inh	rCAG RNA binder	PRMT1 FP inh	NR1D1 modulator	SIAE inh	LEDGF integ inh	ABHD4 inh
COc1ccc(OC)c(CN2CCC(C(=O)N3CCN(c4ccccc4F)CC3)CC2)c1	-2.6	-2.1	-5.3	8.6	-3.1	2.1	-0.6	11.2	4.4	11.1
Nc1ccc2c(S(=O)(=O)O)cccc2c1S(=O)(=O)O	8.8	-0.1	-5.5	10.7	4.2	14.4	0.0	-0.6	1.8	2.5
O=C(NCc1ccco1)c1cc(-c2ccc3c(c2)OCO3)on1	0.6	0.9	5.9	2.5	1.3	-0.6	-3.6	3.1	0.4	-1.0
Cc1ccc(NC(=O)Cn2cnc3cc([N+](=O)[O-])ccc3c2=O)c(Cl)c1	-10.7	-4.5	-11.1	2.2	10.0	-1.7	1.0	-9.8	7.3	-5.9
CC(=O)Nc1ccc(S(=O)(=O)n2nc(C)cc2C)cc1	3.6	0.6	12.6	-2.8	2.7	0.3	-0.5	1.3	5.2	0.5
Cc1ccc2nc(NC(=O)C3CCCN(S(=O)(=O)c4cnc[nH]4)C3)sc2c1 (configuration not stated)	15.0	-1.1	5.8	-4.6	2.0	-7.0	-3.8	-1.0	2.0	-3.7
COc1ccc(NS(=O)(=O)c2cc(S(C)(=O)=O)ccc2C)cc1	7.7	-1.1	1.6	0.5	0.4	2.0	-3.0	1.1	0.1	0.6
Cc1ccc(C)c(NC(NC(=O)c2cccnc2)C(Cl)(Cl)Cl)c1 (configuration not stated)	5.5	-1.1	-8.3	-8.0	-4.0	-1.7	1.1	-12.6	-0.9	3.9
CCN1C(=O)/C(=C/C=C2/SCCN2C)SC1=S	-11.2	-8.3	-3.2	-4.3	-48.5	-29.9	77.7*	12.6	0.0	-5.2
Cc1ccnc(NC(=O)c2ccc3c(c2)NC(=O)C(C)S3)c1 (configuration not stated)	-2.5	-2.7	-22.2	-5.5	1.2	0.1	-6.7	-1.3	7.5	-10.2
O=C(N/C(=C\c1ccccc1)C(=O)N1CCOCC1)c1cccc(Br)c1	-1.1	0.3	9.2	1.4	-5.8	1.8	0.4	-5.2	-1.5	-5.2
COc1ccc(Br)c(C(=O)Nc2cccc(S(=O)(=O)N3CCOCC3)c2)c1	6.0	-1.3	-4.7	-9.5	0.8	-1.6	6.7	-1.9	1.1	0.8
COC(=O)NC(NC(=S)Nc1ccccc1OC)C(Cl)(Cl)Cl (configuration not stated)	-2.1	0.3	5.0	7.6	-1.4	0.3	2.8	5.9	-2.5	6.6
O=C(NCCc1ccccc1)c1ccccc1NC(=O)C1CC=CCC1C(=O)O (configuration not stated)	10.8	0.1	-2.1	5.8	1.7	-5.3	-7.9	3.6	0.6	10.5
COC(=O)c1ccccc1NC(=O)CN1CCC(NC(=O)c2ccc(C)cc2)CC1	-3.4	-0.2	5.0	-0.9	-3.5	1.0	-1.1	-6.1	-0.4	4.7
Cc1ccc(S(=O)(=O)NC(=O)C2(C)CCN2C(=O)CC2CCCC2)cc1 (configuration not stated)	-11.4	1.3	-2.5	nt	4.9	3.5	9.6	2.0	-1.1	4.5
CCCCCCCCC(=O)NNC(=O)c1c(O)c2ccccc2n(CC)c1=O	1.0	1.2	-0.1	2.2	0.5	7.2	0.1	-4.9	-2.6	5.8
CCN(CC)CCCNC(=O)c1nn(-c2ccccc2OC)c(=O)c2ccccc12	10.2	-1.4	-0.5	-0.9	3.5	1.1	7.1	0.8	3.0	-2.5
CCn1cc(S(=O)(=O)Nc2cc(C(=O)OC)ccc2C)cn1	10.0	-1.6	-10.9	3.7	1.8	-3.0	2.9	2.5	4.3	-4.4
O=c1c2ccc(Cl)cc2nc(-c2cccc(C(F)(F)F)c2)n1O	1.3	-2.5	4.2	-3.2	7.1	0.0	-0.5	-1.8	-0.5	5.7
O=C(N/N=C/c1cccc(OCc2ccccc2)c1)c1cccs1	-1.8	1.8	3.9	-51.8	8.7	-3.0	0.8	-50.5	2.5	-64.2
CCO[C@H]1OC(C(=O)N2CCCCCCC2)=C[C@@H](c2ccccc2)[C@@H]1CCCO	-1.2	-0.9	0.5	-4.0	-11.8	-0.1	-4.4	3.0	3.2	-0.4
COc1cc(C2C3=C(COC3=O)Oc3cc4c(cc32)OCO4)ccc1OC(C)=O (configuration not stated)	4.7	-0.2	0.4	-4.1	-0.1	-1.6	7.9	3.1	2.0	-1.9
COc1cc(OC)cc(C(=O)Nc2cccc3nc(C)ccc23)c1	-3.9	-0.7	5.3	-3.5	2.4	4.0	2.4	1.6	-3.0	3.8
COCC#Cc1ccc(CC[C@H]2O[C@H]3CC[C@@H](CO)O[C@H]3C[C@H]2n2cc(C(C)(C)O)nn2)cc1	nt	nt	-7.9	nt	5.4	6.6	-0.3	-2.2	2.5	-6.5
COc1ccc(C(=O)NC(=S)NCc2cccnc2)cc1Cl	8.8	0.2	-14.8	0.2	-0.7	9.3	1.1	-1.5	-8.9	-10.1
COC(=O)[C@]1(Cc2ccccc2)N[C@H](CN(C)C(=O)Nc2ccc(OC)cc2)[C@@H]2C(=O)N(Cc3ccccc3)C(=O)[C@@H]21	6.1	-0.6	-1.9	-2.2	4.7	-1.1	-3.2	2.6	-6.0	-0.1
CN(Cc1cnn(C)c1)C(=O)c1cc2ccccc2oc1=O	4.2	-0.5	7.9	1.1	-1.1	-2.0	2.9	-4.7	-1.9	5.9
COc1ccccc1Nc1nc(-c2sc(NC(=O)c3ccccc3)nc2C)cs1	8.4	-1.6	3.0	-14.6	19.2	2.6	-5.7	3.5	-0.7	5.1
CCCCn1c(N)c(-c2nc3ccccc3s2)c2c([N+](=O)[O-])nn(C)c(=O)c21	1.1	-2.2	-7.0	-0.3	5.6	1.4	0.2	0.6	4.2	0.7
Cc1cccc(C(=O)OCC(=O)N2CCC(c3ccccc3)=N2)c1O	-2.0	-0.7	-4.1	-2.0	0.6	-4.0	-0.4	4.5	0.4	-6.0
COc1ccc(-c2nc3ccccc3c(=O)o2)cc1OC	0.1	-0.3	2.2	-28.9	17.5	1.8	2.9	-10.4	2.9	13.2
Cc1cc(C)c(C#N)c(Sc2ccc(N)cc2)n1	-2.7	-0.3	-0.9	-4.1	-2.4	2.0	1.4	3.0	-0.7	-4.3
Cc1nc(C(=O)NC2CCOCC2)sc1C1(C)CC(c2cccc([N+](=O)[O-])c2)=NO1 (configuration not stated)	3.3	-2.4	4.2	-9.2	-0.2	-2.4	-1.9	12.4	-0.1	-3.6
CC(C)(C)c1ccc2c(c1)OCC(C(=O)O)O2 (configuration not stated)	-6.1	0.1	1.0	2.2	-0.2	1.2	4.2	4.5	0.9	6.8
COc1ccc(NC(=O)CCN2CCN(S(=O)(=O)c3ccc(C(C)C)cc3)CC2)cc1	-5.1	0.7	-3.5	-8.6	-5.0	2.3	1.7	-3.3	-1.4	-5.0
Nc1nnnn1CC(=O)N/N=C/c1cccs1	-4.4	-1.4	-1.6	5.3	-0.3	4.3	1.2	-3.3	-3.4	-12.0
CCCC(=O)Nc1ccc(C(=O)Nc2cccc(OC)c2)cc1	-6.1	0.5	1.4	-9.9	-0.2	-0.3	1.5	-8.3	-1.9	6.3
CC1CCCN(C(=O)NC(=O)c2ccc(Cl)cc2)C1 (configuration not stated)	-3.4	1.9	3.9	-2.6	-4.4	1.4	1.7	1.9	-4.5	-3.1
COc1ccc(C2=NN(C(=O)CSc3ncccn3)C(c3cccc(OC)c3OC)C2)cc1 (configuration not stated)	6.1	-4.0	2.4	9.2	-2.0	-1.8	38.9*	-7.1	-0.8	11.0
COC(=O)C1=C(C)N(Cc2ccccc2)C(=NCc2ccccc2)N[C@H]1c1ccccc1	-5.2	-0.6	1.2	-7.5	4.4	-0.6	0.9	0.0	1.2	2.4
O=S(=O)(c1ccc2c(c1)OCCO2)N1C[C@@H]2C[C@H]1CN2S(=O)(=O)c1c(F)cccc1F	7.7	0.5	-4.1	-0.2	-1.4	-1.5	-6.9	2.5	-2.2	-0.9
Cc1cc(N2CCOCC2)nc2ccc(NC(=O)CCC(=O)N3CCCC(C)C3)cc12 (configuration not stated)	-5.7	1.4	-4.9	2.7	-3.8	-2.8	-3.4	0.5	-1.5	-3.0
CCn1c(SC)nnc1-c1sc2cc(Cl)ccc2c1Cl	1.9	3.5	-5.6	-10.7	1.8	6.9	1.2	-4.0	-1.3	-20.4
CN(C(=O)CCS(=O)(=O)c1cc2c(cc1Cl)NC(=O)CO2)C1CCCCC1	-2.8	0.9	2.3	-3.1	2.6	4.5	7.7	-5.2	-1.4	-4.2
CSc1ncnc2c1ncn2CCCNCc1cccc2ccccc12	5.0	-0.8	-10.3	-3.6	0.5	-0.7	-0.7	-0.6	4.0	-0.1
O=C(CN1CCN(c2ccccc2)CC1)c1c[nH]c2ccccc12	3.5	-1.0	13.4	0.2	1.5	0.9	1.4	-1.8	0.8	2.2
COc1ccc(NC(=O)CNC(=O)Cc2ccccc2)cc1	3.3	-0.5	-15.2	2.7	3.0	-5.9	4.6	-4.8	1.5	-2.4
CCCCCCn1cc(CN2CC(N(C)C)CS2(=O)=O)nn1 (configuration not stated)	4.8	0.5	-2.6	nt	0.0	-0.7	-0.4	3.4	2.0	6.2
CCN(CC(=O)Nc1ccccc1C(F)(F)F)C(=O)Cc1sc(C)nc1-c1ccc(F)cc1	7.5	1.1	6.5	2.6	-5.0	-0.3	3.3	-4.0	-2.8	1.2
COc1cccc(NC(=O)Cc2nnc(SCC(=O)c3ccccc3)n2C)c1	-1.8	-0.5	-0.5	-2.9	-1.4	-1.0	-1.2	-2.4	-1.6	-3.5
CC(=O)Nc1cccc(C(=O)OCC(=O)NC(C)c2ccc(F)cc2)c1 (configuration not stated)	2.2	-1.3	1.3	-3.3	-3.9	2.9	2.0	-0.8	-1.3	2.5

Profiles as entered above:
COc1cccc(NC(=O)Cc2nnc(SCC(=O)c3ccccc3)n2C)c1 in the list: TCR-CD3 inh = -1.8; PG9 Ab binder = -0.5; TDP2 absorb = -0.5; HTRA1 inh = -2.9; rCAG RNA binder = -1.4; PRMT1 FP inh = -1.0; NR1D1 modulator = -1.2; SIAE inh = -2.4; LEDGF integ inh = -1.6; ABHD4 inh = -3.5
CN(C(=O)CCS(=O)(=O)c1cc2c(cc1Cl)NC(=O)CO2)C1CCCCC1 in the list: TCR-CD3 inh = -2.8; PG9 Ab binder = 0.9; TDP2 absorb = 2.3; HTRA1 inh = -3.1; rCAG RNA binder = 2.6; PRMT1 FP inh = 4.5; NR1D1 modulator = 7.7; SIAE inh = -5.2; LEDGF integ inh = -1.4; ABHD4 inh = -4.2
